RMI-FANCM inh: inhibitors of human RMI core complex binding to FANCM MM2; FP signal (polarization) at 33 µM; actives 0.58% (n = 70,000); Fluorescence polarization, RMI core complex with F-MM2 peptide; hits give low values; in the data active = FP signal below about 40; also: inactives centre near 61; strong numbers were not always called active; unit not given here
Starred values were filed as active, the others as inactive; & = joins results of further samples. The list is partial. The share of hits here may be higher or lower than overall.

No.	canonical_smiles	RMI-FANCM inh
1	O=C(/C=C/c1cccs1)Nc1ccc2c(c1)OCO2	52
2	CC(=O)Nc1cccc(-n2nnc(SCC(=O)c3cc(-c4ccccc4)no3)n2)c1	62&65
3	Cc1cc(C)c(-n2c(SCC(=O)Nc3ccc(C(C)C)cc3)n[nH]c2=O)c(C)c1	59
4	Oc1ccc(C=C(c2nnnn2-c2ccccc2)c2nnnn2-c2ccccc2)cc1	70
5	CC(=O)c1cccc(NC(=O)CCSc2ccc(Cl)cc2)c1	53
6	Cc1ccc(NC(=O)c2ccc(Br)o2)c(C)c1	63
7	COc1ccc(CNC(=O)Cn2cnc3c(-c4ccc(Cl)cc4)csc3c2=O)cc1	117
8	Cc1cc(C)c2sc(NC(=O)CCS(=O)(=O)c3ccc(Cl)cc3)nc2c1	102

A run of entries from the list above:
No.	canonical_smiles	RMI-FANCM inh
1	O=C(/C=C/c1cccs1)Nc1ccc2c(c1)OCO2	52
2	CC(=O)Nc1cccc(-n2nnc(SCC(=O)c3cc(-c4ccccc4)no3)n2)c1	62&65
3	Cc1cc(C)c(-n2c(SCC(=O)Nc3ccc(C(C)C)cc3)n[nH]c2=O)c(C)c1	59
4	Oc1ccc(C=C(c2nnnn2-c2ccccc2)c2nnnn2-c2ccccc2)cc1	70

(more compounds)
No.	canonical_smiles	RMI-FANCM inh
9	Cc1cc(C)cc(NC(=O)Nc2ccc(NC(=O)c3ccccc3O)cc2)c1	69
10	OCCc1nc2ccccc2[nH]1	63
11	O=C(CN1CCC(c2nc3ccccc3[nH]2)CC1)NCc1ccc2c(c1)OCO2	60
12	Clc1cc(Cl)cc(Br)c1	53
13	COc1cccc2sc(NCc3cccnc3)nc12	66
14	Cc1nc(SCC(N)=O)c2oc3ccccc3c2n1	61
15	CCCOc1ccc(-c2csc(NC(=O)c3ccc(F)cc3)n2)cc1	83
16	COc1cccc2sc(=NC(=O)c3ccnn3C)n(C)c12	70
17	COC(=O)c1ccc(CSc2nnc(-c3cccs3)o2)o1	75
18	CCOC(=O)Nc1ccccc1C(=O)OC	58
19	COc1ccccc1CCNC(=O)C(=O)Nc1ccc([N+](=O)[O-])cc1	55
20	CNC(=O)Cc1ccc(-n2c(=O)c3ccccc3n(CC(=O)NCc3ccc(OC)cc3)c2=O)cc1	64
21	O=c1cc(CN2CCN(c3ccccc3F)CC2)occ1OCc1cccc(Cl)c1	54
22	OC[C@@H](O)[C@H](O)[C@H](O)[C@@H](O)C(SCc1ccccc1)SCc1ccccc1	52
23	C=CCc1cccc(/C=N\Nc2nc(-c3ccc(NC(=O)c4ccccc4)cc3)cs2)c1O	59
24	CC1=C(OS(=O)(=O)c2cc(C)c(Cl)cc2Cl)C(=O)CC1	57
25	O=C1C=CC(=NS(=O)(=O)c2ccc3ccccc3c2)C=C1	37
26	CCCCOP(=O)(OCCCC)C(Nc1ccccc1)c1cc(OC)ccc1OC (stereo not drawn)	56
27	CC(C)C(=O)Nc1ccc(C(=O)NCCNC(=O)Cc2cccs2)cc1	68
28	Cc1onc(-c2ccccc2)c1C(=O)NC1CCSC1=O (stereo not drawn)	59
29	O=C(Nc1nnc(-c2ccc(Cl)s2)o1)c1cccc(F)c1	71
30	N#Cc1ccc(C(=O)NCC2CCN(Cc3ccccc3)CC2)cc1	76
31	Cc1[nH]c(=O)[nH]c(=O)c1CN1CCCCC1	61
32	O=C(CSc1nnc2n1CCN2c1ccc(F)cc1)Nc1nccs1	54

Entries from the list above that contain an NH in an aromatic ring, in the order listed:
No.	canonical_smiles	RMI-FANCM inh
3	Cc1cc(C)c(-n2c(SCC(=O)Nc3ccc(C(C)C)cc3)n[nH]c2=O)c(C)c1	59
10	OCCc1nc2ccccc2[nH]1	63
11	O=C(CN1CCC(c2nc3ccccc3[nH]2)CC1)NCc1ccc2c(c1)OCO2	60
31	Cc1[nH]c(=O)[nH]c(=O)c1CN1CCCCC1	61

More structures.
No.	canonical_smiles	RMI-FANCM inh
33	NNC(=O)CC1NCCN(Cc2ccccc2)C1=O (stereo not drawn)	53
34	O=C(CCN1CCCCC1)Nc1c(-c2ccccc2)c2cc(Br)ccc2[nH]c1=O	61
35	COc1cc(C2C3=C(CCCC3=O)Nc3nc(-c4ccc(O)cc4)nn32)cc(OC)c1OC (stereo not drawn)	57
36	N#C/C(=C\c1ccc2c(c1)CCO2)C(=O)c1ccccc1	53
37	O=C(CSc1ncn[nH]1)Nc1ccc(-c2nc3ccccc3s2)cc1	71
38	CC(Oc1ccccc1F)C(=O)Nc1cccc(-c2nc3cccnc3s2)c1 (stereo not drawn)	77
39	CC(=O)OC1CC2[C@]3(C)C4[C@@H](OC[C@]4(C)[C@H](OC(C)=O)C[C@@H]3OC(C)=O)[C@@H](OC(=O)/C=C/c3ccccc3)[C@@]2(C)C23OC2C[C@@H](c2ccoc2)[C@]3(C)O1 (stereo partly drawn)	53
40	CC(C)c1cc(C(=O)NCC2CCCO2)nn1-c1nc2ccccc2s1 (stereo not drawn)	56
41	CC(C)c1nnc(-c2cc3sccc3s2)o1	61
42	O=C(O)c1ccnc(-c2cc(C(=O)O)ccn2)c1	55
43	Cc1ccc(C)c2sc(N3CCN(C(=O)c4ccc([N+](=O)[O-])s4)CC3)nc12	53
44	O=C(CCn1c(=O)oc2ccccc21)N1CCN(C(c2ccccc2)c2ccccc2)CC1	66
45	O=C(/C=C/c1cc(Cl)cc2c1OCOC2)c1cc(Br)ccc1O	56
46	COc1ccc(-c2noc(CS(=O)(=O)c3ccc(C)cc3)n2)cc1OC	76
47	O=C(c1ccc(Cl)c(Cl)c1)N1CCOC(c2ccccc2)C1 (stereo not drawn)	74
48	CC(=O)Nc1ccc(OCC(O)CNC(C)c2ccccc2)cc1 (stereo not drawn)	61
49	CC1=C(C(=O)O)N2C(=O)[C@H](NC(=O)[C@@H](N)c3ccccc3)C2SC1 (stereo partly drawn)	51
50	Cc1cc(SCC(=O)N2CCCc3ccccc32)n2nc(C)c(-c3ccccc3)c2n1	63
51	O=C(C1CCCCC1)N1CCN(c2cccc3[nH]ccc23)CC1	53
52	COc1cccc2cc(C(=O)N3CC(=O)Nc4ccccc43)oc12	56
53	Cc1ccc(C(C)C)c(OCC(=O)N=Nc2c(O)[nH]c3ccc([N+](=O)[O-])cc23)c1	11*
54	O=C(Nc1ccc(Br)cc1C(=O)c1ccccc1)c1ccc(Nc2nc(-c3ccccc3)c3cc(Cl)ccc3n2)cc1	71
55	CCCn1c(SCc2nc(-c3cccc(Cl)c3)no2)nc2cc3c(cc2c1=O)OCO3	75
56	Cc1[nH]c2ccccc2c1C(=O)C(=O)N1CCN(c2ccc([N+](=O)[O-])cc2)CC1	60
57	CSc1nc(-c2ccc(Cl)cc2)nc(N)c1C#N	60
58	N#C/C(=N/Nc1ccc(F)c(Cl)c1)C(=O)C1CC1	54
59	CC(C)C(=O)N1CCN(Cc2nc3ccccc3[nH]2)CC1	61
60	O=C(NCCCCN1CCOC(c2ccccc2)C1)C(=O)Nc1ccc2c(c1)OCCO2 (stereo not drawn)	74
61	COc1ccc(Cl)cc1NC=C1C(=O)OC2(CCCCC2)OC1=O	62
62	CC(CN(C)C)CN1c2ccccc2CCc2ccccc21 (stereo not drawn)	56&60&65
63	Cc1ccc(C)c(SCC(=O)O)c1	59
64	Cc1nc2sc(C(c3cccs3)N3CC(C)CC(C)C3)c(O)n2n1 (stereo not drawn)	64
65	Cc1onc(-c2ccccc2)c1-c1csc(-c2ccc(C(C)(C)C)cc2)n1	55
66	O=C(CCc1nc2sc3c(c2c(=O)[nH]1)CCCCC3)N1CCN(Cc2ccccc2)CC1	46
67	O=C1c2ccccc2C(=O)N1SSN1C(=O)c2ccccc2C1=O	53
68	N#Cc1ccc(-c2c(C#N)c(N)n(N)c(=O)c2C#N)cc1	44
69	O=C(N/N=C\c1c(O)ccc2ccccc12)c1cc(C2CC2)[nH]n1	156
70	COc1cccc(Nc2ncc(C#N)c(N)n2)c1	61
71	Cc1ccc(Cl)cc1N1CCN(S(=O)(=O)CCN2C(=O)CCCC2=O)CC1	63
72	C=CCN/C(SC)=C(/C#N)C(N)=O	54
73	O=C(CCl)N(CCO)c1ccccc1	65
74	COc1ccc(NC(=O)CCCN(C)S(=O)(=O)c2ccc3c(c2)C(=O)c2ccccc2C3=O)cc1	62
75	CN(C)/C=C(\C#N)C(=O)C1CC1	55
76	Cn1nccc1C(=O)Nc1sccc1-c1nc2ccccc2s1	103
77	Cc1nc2ccccc2c(=O)n1-c1cccc(NC(=O)CCC2CCCCC2)c1	57
78	O=C(/C=C/Nc1ccc(C(F)(F)F)cc1)c1ccc(Cl)cc1	50
79	COc1cccc2c1OC(c1ccccn1)N1N=C(c3cc(Cl)ccc3O)CC21 (stereo not drawn)	71
80	Cc1ccc(Cl)cc1NC(=O)Cn1nc2c(cc1=O)CCCC2	60
81	Cc1ccc(C(=O)Nc2ccc3c(c2)NC(=O)C(C)(C)CO3)cc1C	65
82	CCOC(=O)c1ccc(NC(=O)c2ccc([N+](=O)[O-])s2)cc1	56
83	CCn1c(=O)cc(N2CCC(C)CC2)[nH]c1=O	60
84	N#CCc1c(Cl)sc2ccc(Cl)cc12	59
85	CCOC(=O)c1[nH]c(C)c(C(C)=O)c1-c1ccccc1	55
86	Oc1ccc(N=Nc2ccccc2)c(O)c1	53
87	O=C(/C=C/c1ccc([N+](=O)[O-])cc1)Nc1nnc(-c2ccc3c(c2)CCCC3)o1	72
88	N#CC(C#N)=C/C=C(/Sc1ccc(F)c(Cl)c1)c1ccc(Cl)cc1	58

More results:
No.	canonical_smiles	RMI-FANCM inh
89	COc1cccc(C(=O)NCC(c2ccsc2)N2CCOCC2)c1OC (stereo not drawn)	64
90	NC(=NC(=O)c1cccc(Cn2cc(C(F)(F)F)ccc2=O)c1)c1ccccc1	65
91	CCCOc1ccc(-c2csc(NC(=O)c3cc(C)nn3CC)n2)cc1	62
92	CCS(=O)(=O)Nc1ccc2c(c1)N(C)C(=O)C(C)(C)CO2	66
93	CC(=O)Nc1ccc(NCc2nn3cc(-c4ccc(C)cc4)c4c3n2CCCC4)cc1	54
94	CCOC(=O)c1ccc(NC(=O)CSc2nnc(-c3cccs3)n2N)cc1	52
95	COc1ccc(OCc2nc(CSc3nnc(C(F)(F)F)n3C)cs2)cc1	66
96	COc1cccc(CSc2nc3c(sc4ncccc43)c(=O)n2Cc2ccccc2)c1	67

RMI-FANCM inh, hit marks shown above
No.	canonical_smiles	RMI-FANCM inh
53	Cc1ccc(C(C)C)c(OCC(=O)N=Nc2c(O)[nH]c3ccc([N+](=O)[O-])cc23)c1	11*

More compounds follow:
No.	canonical_smiles	RMI-FANCM inh
97	COCCN(CCOC)S(=O)(=O)CCNC(=O)c1ccccc1	53
98	Cc1ccc(C)c(S(=O)(=O)N2CCCC(c3nnc(CC(C)(C)C)o3)C2)c1 (stereo not drawn)	63
99	CCOC(=O)C(C#N)c1c([N+](=O)[O-])c(=O)n(-c2ccccc2)c2ccccc12 (stereo not drawn)	54
100	CC(C)(C)OC(=O)N1CCC(CNC(=O)c2ccc(F)cc2F)CC1	50
101	COC(=O)c1c(C)oc(C)c1S(=O)(=O)NCc1cccs1	65
102	CNC(=O)c1cc2cc(Cl)ccc2oc1=O	59
103	NS(=O)(=O)c1ccc(NC(=O)CN2CCOCC2)cc1	58
104	CCOc1ccc(-c2ccc(=O)n(CCCC(=O)Nc3ccc(C(C)C)cc3)n2)cc1	85
105	CCOC(=O)C1CCN(c2csc3ccc(F)cc3c2=O)CC1	67
106	CCOc1ccc(N2CCn3c2nn(Cc2cccc(Cl)c2)c(=O)c3=O)cc1	57
107	O=C(NNC(=O)c1cc2ccccc2o1)c1ccc(=O)n(Cc2ccc(Cl)cc2)c1	63
108	CCOc1ccc(-c2noc(Cn3c(=O)n(CC4CCCO4)c(=O)c4ccccc43)n2)cc1OC (stereo not drawn)	74
109	Cc1nn(C(C)CC(=O)N2CCN(S(=O)(=O)c3ccccc3)CC2)c(C)c1Br (stereo not drawn)	65
110	O=C(CSc1nnc(COc2ccccc2)o1)NCC1CCCO1 (stereo not drawn)	74
111	COc1ccccc1NC(=S)NNC(=O)CC#N	55
112	COc1ccc(NC(C)=O)cc1NS(=O)(=O)c1cc2c3c(c1)C(C)C(=O)N3CCC2 (stereo not drawn)	53&60
113	Cc1onc(-c2c(Cl)cccc2Cl)c1C(N)=O	60
114	COc1ccc(-c2cc3c(=O)n(Cc4nc(-c5ccccc5C)no4)ccn3n2)cc1	84
115	Cc1c(C(=O)C(N)=O)c2ccccc2n1C	59
116	Cc1ccc(CNC(=O)Cn2cnc3c(-c4ccc(Cl)cc4)csc3c2=O)cc1	125
117	O=C(Nc1cc(Cl)ccc1[N+](=O)[O-])c1cnc2n(c1=O)CCS2	61
118	CC(C)(C)C(=O)NC(Nc1cccc2ccccc12)C(Cl)(Cl)Cl (stereo not drawn)	60
119	O=C(NCCn1nc(-c2cccnc2)ccc1=O)c1ccc2c(c1)OCO2	68
120	CCOC(=O)CNC(=O)c1nnc2cc(C)nn2c1C	54
121	O=C(CCN1C(=O)S/C(=C\C=C\c2ccccc2)C1=O)Nc1ccc(Cl)cc1	53
122	C#CCn1c(=NC(=O)c2cccc(OC)c2OC)sc2c(OC)ccc(OC)c21	60
123	C/C(=N/O)C(C)(C)Nc1cc(C(F)(F)F)cc(C(F)(F)F)c1	59
124	CC(=O)c1sc(NC(=O)c2ccnn2C)nc1-c1ccccc1	63
125	COc1ccc(-c2cc3ccc4c(c3oc2=O)CN(Cc2ccco2)CO4)cc1OC	-35
126	CCN1CCN(CC(=O)N2N=C(c3ccc(Br)cc3)CC2c2ccc(F)cc2)C(=O)C1=O (stereo not drawn)	59
127	O=C(Nc1ccc(Cl)cc1)N1CCC(C(F)(F)F)CC1	57
128	O=C(NC(=O)c1ccccc1Cl)C(=O)Nc1ccc(Br)cc1F	55
129	CCC1CCCCN1S(=O)(=O)c1ccc(NC(=O)COc2ccc([N+](=O)[O-])cc2)cc1 (stereo not drawn)	57
130	NC(=O)c1cccnc1	64
131	CSc1ccccc1C(=O)NCCn1ncc2c(=O)n(Cc3ccccc3F)cnc21	68
132	COc1ccc(Cl)cc1NC(=O)CSc1nnc(-c2ccc(=O)n(C)c2)n1C	64
133	CC1=C(C)CC(C(=O)NCc2csc3ccccc23)C(C(=O)O)C1 (stereo not drawn)	57

High-throughput results deposited in PubChem by Small Molecule Screening Facility, UW Madison.
